PREPL inhibitor – PREPL enzyme inhibitors, primary screen, biochemical, fluorescence polarization; Prolyl endopeptidase-like (Homo sapiens), Q4J6C6; inhibition, % at 5.96 µM; recombinant PREPL, fluorescence polarization activity-based probe; 320,000 tested, 0.68% active; in the data active = inhibition above about 43%;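 note: 0% = enzyme with DMSO and 100% = wells lacking enzyme; many of its hits are not listed in these tables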
GASC-1 inh – inhibitors of GASC-1 histone demethylase, primary screen, biochemical, fluorescence, DELFIA europium; Lysine-specific demethylase 4C (Homo sapiens), Q9H3R0; GST-JMJD2C(1-420) H3K9me3 demethylation; inhibition, % at 2.35 µM; 330,000 tested, 0.069% active;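 active = more than half of a compound's replicate wells show inhibition beyond 50%, single wells judged on their own value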;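 note: signal counts dimethyl H3K9 product captured on neutravidin plate; 0% = median of DMSO wells and 100% = 0.3 times that DMSO median; strong numbers were not always called active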
Target sequence (Q9H3R0 1-420 limits assumed): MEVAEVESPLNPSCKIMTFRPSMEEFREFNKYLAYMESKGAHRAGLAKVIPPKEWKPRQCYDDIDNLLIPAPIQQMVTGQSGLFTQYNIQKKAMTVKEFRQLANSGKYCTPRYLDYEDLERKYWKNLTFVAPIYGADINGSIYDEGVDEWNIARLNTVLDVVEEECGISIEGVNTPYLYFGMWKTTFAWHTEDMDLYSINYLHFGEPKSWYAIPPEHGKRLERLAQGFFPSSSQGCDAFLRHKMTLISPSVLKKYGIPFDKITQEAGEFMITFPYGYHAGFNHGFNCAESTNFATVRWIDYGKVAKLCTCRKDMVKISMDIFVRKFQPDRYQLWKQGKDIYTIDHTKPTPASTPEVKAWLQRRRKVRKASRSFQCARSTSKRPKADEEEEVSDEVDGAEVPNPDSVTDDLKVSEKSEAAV
CTSL1 counter – Fasciola hepatica cathepsin L1 inhibitors, primary screen, counter-screen for PFM18AAP inhibitor project, biochemical, QFRET, fluorogenic peptide substrate; recombinant F. hepatica cathepsin L1, Z-Leu-Arg-MCA fluorescence; inhibition, % at 5.96 µM; 300,000 tested, 0.49% active;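 active = inhibition above the mean of all tested compounds plus 3 SD, set per screening campaign, cut at about 17% in these data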;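 note: 0% = plate median of test compound wells and 100% = 1 µM Z-Phe-Ala-diazomethylketone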
LYPLA2 counter – LYPLA2 inhibitors, primary screen, counter-screen for PME1 inhibitor project, biochemical, fluorescence polarization, FP-Rh probe ABPP; inhibition, % at 5.9 µM; AID 2177, 2009; recombinant LYPLA2; 320,000 tested, 0.38% active; Acyl-protein thioesterase 2 (Homo sapiens), O95372;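 active = inhibition above the screen-wide mean plus 3 SD, limit set per campaign, cut at about 26% in these data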;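 note: 0% = LYPLA2 with DMSO and 100% = wells lacking LYPLA2 enzyme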
Target sequence (O95372 whole entry, looked up): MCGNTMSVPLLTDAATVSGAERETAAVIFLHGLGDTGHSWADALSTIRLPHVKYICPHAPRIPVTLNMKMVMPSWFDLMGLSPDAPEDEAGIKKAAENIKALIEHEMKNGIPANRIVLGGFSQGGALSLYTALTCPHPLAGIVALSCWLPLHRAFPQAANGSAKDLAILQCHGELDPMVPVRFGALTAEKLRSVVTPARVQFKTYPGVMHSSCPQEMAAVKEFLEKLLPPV
HCV core dimer – inhibitors of HCV core protein dimerization, primary screen, biochemical, TR-FRET, high-throughput | TR-FRET GST/Flag-core106 dimerization, 1536-well | inhibition, % at 5 µM | 300,000 tested, 0.33% active | AID 1899, 2009;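 active = inhibition above the mean of all tested compounds plus 3 SD, set per screening campaign, cut at about 45% in these data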
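Material: Tagged HCV core106 pair (GST and Flag) | Amount: GST-core106 13.5 nM, Flag-core106 17 nM | Medium: KF-containing HEPES buffer, pH 7.45, DTT, CHAPS, BSA | Reagent: Eu donor and XL665 acceptor anti-tag antibodies | Schedule: 4 h at 22.5 °C | Technique: Time-resolved FRET, ex 340 nm, em 617 and 671 nm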
PP1 inh – PP1-alpha phosphatase inhibitors, primary screen, counter-screen for PP5 inhibitor project, biochemical, fluorescence, OMFP substrate, single point; Serine/threonine-protein phosphatase PP1-alpha catalytic subunit (Homo sapiens), P62136; purified PP1alpha; inhibition, % at 6.7 µM; 320,000 tested, 0.9% active;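 active = inhibition above the mean inhibition of all tested compounds plus 3 SD, computed separately for each screening campaign, cut at about 15% in these data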
Target sequence (P62136 whole entry, looked up): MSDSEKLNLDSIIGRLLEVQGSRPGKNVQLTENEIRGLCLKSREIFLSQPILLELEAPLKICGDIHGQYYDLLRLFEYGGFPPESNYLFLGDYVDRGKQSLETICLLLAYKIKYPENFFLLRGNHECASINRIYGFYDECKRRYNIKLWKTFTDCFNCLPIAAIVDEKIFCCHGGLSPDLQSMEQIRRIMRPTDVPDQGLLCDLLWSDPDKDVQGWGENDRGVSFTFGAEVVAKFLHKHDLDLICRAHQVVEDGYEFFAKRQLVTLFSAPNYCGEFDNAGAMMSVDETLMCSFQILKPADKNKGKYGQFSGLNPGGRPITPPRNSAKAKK
PP5 inh – PP5 phosphatase inhibitors, primary screen, biochemical, fluorescence; purified PP5c, OMFP substrate fluorescence; inhibition, % at 6.7 µM; 320,000 tested, 0.18% active; AID 1987, 2009;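 active = inhibition above the campaign's mean inhibition across all tested compounds plus 3 SD, cut at about 9.5% in these data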;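 note: 0% = DMSO only and 100% = 100 µM cantharidin control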
Efflux pump inh – inhibitors of Candida efflux pumps in yeast, primary screen, S. cerevisiae, Nile Red, multiplex | S. cerevisiae Candida pump triplex | 330,000 tested, 0.44% active | inhibition, % at 10 µM | AID 485275, 2010;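 active = plate passing quality check with inhibition over a set limit, or well fluorescence over plate mean plus 4 SD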;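 note: Nile Red retained in pooled yeast measured as flow cytometry median fluorescence; 0% = buffer negative control and 100% = Enniatin B positive control; higher means more Nile Red kept so more efflux inhibition; some compounds called inactive have numbers as strong as hits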
TPT1 inh – Candida albicans TPT1 enzyme inhibitors, primary screen, biochemical, fluorescence polarization | tRNA 2'-phosphotransferase TPT1 (Candida albicans SC5314) | recombinant caTPT1, FP RNA substrate dephosphorylation | inhibition, % at 5 µM | 300,000 tested, 0.81% active;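 active = inhibition above the mean of all tested compounds plus 3 SD, set per screening campaign, cut at about 24% in these data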;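 note: plate controls were DMSO alone for no effect and ferristatin control at 100 nM for full effect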
Active calls of the source: *; i = inactive; . = not tested or not shown; & = joins results of further samples. The list is partial; count on the stated rates, not on these rows.

SMILES	PREPL inhibitor	GASC-1 inh	CTSL1 counter	LYPLA2 counter	HCV core dimer	PP1 inh	PP5 inh	Efflux pump inh	TPT1 inh
Cc1[nH]nc2c1C1(C(=O)Nc3ccc([N+](=O)[O-])cc31)C(C#N)=C(N)O2 (stereo not given)	0	-2	0	2	1	3	-2.1	0.2	-2
O=C(COC(=O)c1ccc(Cl)nc1)NNC(=O)c1ccc(Br)cc1	9	-11	.	1	.	1	-0.8	0.0	.
Cc1ccc(NC(=O)CS(=O)CC(=O)NCCCc2ccccc2)cc1Cl (stereo not given)	-11	-4	6	3	-6	-3	0.4	0.0	0
O=C(Nc1ccccc1Cl)c1csc(-c2cccnc2)n1	1	1	-4	8	4	0	1.7	0.0	-3
CCC1CSC(Nc2ccc(C(=O)/C=C/c3cccc(C)c3)cc2)=N1 (stereo not given)	2	-16	-3	-23	0	-2	5.3	0.7	2
COc1ccc(CCNC(=O)CSC(=O)c2ccccc2)cc1OC	12	-1	1	5	-1	-3	0.6	-0.1	-4
Oc1ccc(-c2nccc(-c3ccccn3)n2)cc1	9	-5	9	-11	7	-1	0.3	-0.1	-1
Cc1ccc(S(=O)(=O)N2CCCC(C(=O)NC3CCCC3)C2)cc1 (stereo not given)	-1	-3	1	1	-3	-2	1.1	-0.2	2
O=c1cc(-c2ccccc2)[nH]c2nc3ccccc3n12	-5	-13	2	-6	0	4	1.4	0.2	2
CCOCCCn1c(C)nc2c(c1=O)c1nc3ccccc3nc1n2CCC1=CCCCC1	-6	4	3	-3	15	1	1.0	0.0	-2
COc1ccccc1/C=C/C(=O)OCC(=O)Nc1c(C)nn(-c2ccccc2)c1C	0	7	.	-2	.	-4	2.8	0.2	.
O=C(c1ccc([N+](=O)[O-])o1)N1CCOCC1	-6	-2	3	-1	-6	-7	-1.9	-0.1	1
O=c1cc(CN2CCN(S(=O)(=O)c3ccc4ccccc4c3)CC2)nc2sccn12	7	-2	-1	1	5	0	1.6	-0.1	-12
CCOC(=O)c1nc(C)nc(Sc2n[nH]c(-c3cc(Cl)cc(Cl)c3)n2)c1C	16	-11	3	2	-6	-2	1.5	0.4	-1
CCC1CO/C(=C(\C(=C(Cl)Cl)N2CCOCC2)[N+](=O)[O-])N1 (stereo not given)	3	3	-4	2	-2	-2	-1.2	0.1	-1
O=C(CNC(=O)c1ccccc1F)N/N=C/c1ccco1	2	17	-2	9	-4	-1	1.7	0.1	-6
Cc1ccc(-c2nc3ncccc3o2)cc1NC(=O)C(C)(C)C	1	-6	-10	-3	-1	0	-1.9	0.0	3
COc1ccc(C(=O)COC(=O)c2ccc(OC)c(OC)c2)cc1OC	1	123	1	2	3	-4	1.9	0.0	-1
CCOc1cccc2sc(N(CCN(CC)CC)C(=O)c3ccc(S(=O)(=O)N4CCCCC4)cc3)nc12	-3	-2	2	-4	2	1	5.5	0.2	-1
O=C(Nc1ccc(Cl)cc1)N1CCOC12CCC1(CC2)OCCO1	-11	1	-3	-1	0	-3	-2.3	-0.1	-3
O=C(O)c1ccccc1CSc1nc2ccccc2o1	9	1	2	-4	-4	-1	-0.5	-0.1	-2
OC1CCCN(C(=S)Nc2ccc(SC(F)F)cc2)C1 (stereo not given)	1	-10	-1	-11	-1	-9	-1.0	0.0	2
O=C(CCn1c(=O)sc2ccccc21)NCc1ccccc1	-9	-5	0	1	17	-2	3.0	0.0	0
CCOC(=O)N1CCN(S(=O)(=O)c2ccc(C)cc2)CC1	16	-4	4	6	-13	-1	1.3	-0.1	-6
C=CCNC(=S)NNC(=O)c1ccc(C)c(Cl)c1	16	i	-2	5	-6	0	-0.5	-0.1	1
(next part)
SMILES	PREPL inhibitor	GASC-1 inh	CTSL1 counter	LYPLA2 counter	HCV core dimer	PP1 inh	PP5 inh	Efflux pump inh	TPT1 inh
CN(C)c1cccc2c(/C=N/O)ccc(N(C)C)c12	16	24	-2	8	1	0	1.6	0.1	-8
C/C(CC(=O)NCc1ccco1)=N\NC(=O)C(c1ccccc1)c1ccccc1	17	16	3	-4	-5	-1	0.7	-0.1	-3
O=C(O)CC1=C(O)C(=O)N(c2ccccc2)C1c1ccc(Cl)cc1 (stereo not given)	1	5	-3	-3	0	-5	-0.2	0.0	-1
Cc1ccc2c(c1)c1c3n2CCNC3CCC1 (stereo not given)	28&31	6	-10	2	4	-2	-0.9	-0.2&0.1	-1
COc1ccc(CCNC(=O)Cc2cc(=O)[nH]c(=O)[nH]2)cc1OC	-9	14	-5	2	3	1	-1.0	0.0	-3
CCOC(=O)c1c(C)n(C)c2ccc(OC)c(NC(=O)CN3CCC4(CC3)OCCO4)c12	0	5	-3	0	-1	-3	3.0	0.0	-1
Cc1cc(C(=O)COC(=O)c2ccc(Cl)c(S(N)(=O)=O)c2)c(C)n1CC1CCCO1 (stereo not given)	-10	9	1	4	4	0	-0.1	-0.1	-1
CN(C)c1ccc2c(=O)[nH][nH]c(=O)c2c1	3	3	-1	-5	-11	0	-2.4	-0.3	-1
CCCSc1ncnc2c1oc1ccccc12	0	-21	-2	3	-1	-1	-0.5	-0.3	-1
Cc1ccc(-c2csc(NC(=O)COc3ccc(N(C)S(=O)(=O)c4ccc(C)cc4)cc3)n2)cc1	-14	5	-1	-45	28	13	1.0	-0.1	-2
Cc1cc(/C=C2\NC(=S)NC2=O)c(C)n1-c1cccnc1	7	-4	2	0	-6	-8	1.5	-0.1	3
CCc1ccc(C(=O)COC(=O)c2cncc(Br)c2)cc1	-9	0	0	15	4	2	0.9	0.0	-1
CC(=O)Nc1ccc(NC(=O)CNC(=O)c2sc3ccccc3c2Cl)cc1	-2	8	3	-9	5	0	0.5	0.1	-1
Cc1ccc(-c2nc(-c3ccccc3)no2)cc1	1	1	-4	7	-5	-1	0.1	0.0	-1
Cc1ccc(-n2c(O)c(/C=N/NC(=O)C3COc4ccccc4O3)c3ccccc3c2=O)cc1 (stereo not given)	19	-9	-1	4	1	19*	-0.8	0.2	13
Cc1ccc(C(=O)NCC(c2ccco2)N2CCc3ccccc32)cc1C (stereo not given)	15	-2	3	2	-2	1	0.0	0.0	-2
O=C1CCCC/C1=C/NCc1ccc(F)cc1	-1	7	1	0	-3	-5	4.7	0.1	0
Clc1cccc(-c2ccc(/C=N/n3cnnc3)o2)c1	-9	1	4	-2	-5	-4	2.4	-0.1	-4
N#CC1=C(N)NC(SCC(=O)O)=C(C#N)C12CCCC2	13	-5	3	0	0	-5	-1.6	0.1	5
COc1cccc(NC(=O)CSC2=C(C#N)C(c3ccco3)C3=C(CCCC3=O)N2)c1 (stereo not given)	8	-1	2	2	7	2	0.8	0.0	-5
O=C(NCCc1ccc(Cl)cc1)C1CCC(=O)N1Cc1ccccc1Cl (stereo not given)	27	2	-9	-5	-1	1	4.8	0.5	1
CCCN(CCC)CC(O)CN(c1ccccc1)S(=O)(=O)c1ccc(C)cc1 (stereo not given)	-35	3	1	4	-5	-1	6.1	0.0	-2
Cc1cccc2c(N=Nc3ccccc3)c(O)[nH]c12	3	3	1	0	-21	2	3.0	0.1	5
Cn1nnnc1SCCNCc1ccc(Cl)cc1	-1	0	-4	2	-5	2	3.4	0.0	0
NC(=O)c1ccsc1NC(=O)COC(=O)c1ccc(Cl)cc1	15	.	.	-3	.	-5	0.7	-0.2	.

Part of the list above in a different format:
Under each structure – PREPL inhibitor | GASC-1 inh | CTSL1 counter | LYPLA2 counter | HCV core dimer | PP1 inh | PP5 inh | Efflux pump inh | TPT1 inh
- Cc1ccc(-c2nc(-c3ccccc3)no2)cc1
  1 | 1 | -4 | 7 | -5 | -1 | 0.1 | 0.0 | -1
- Cc1ccc(-n2c(O)c(/C=N/NC(=O)C3COc4ccccc4O3)c3ccccc3c2=O)cc1 (stereo not given)
  19 | -9 | -1 | 4 | 1 | 19* | -0.8 | 0.2 | 13
- Cc1ccc(C(=O)NCC(c2ccco2)N2CCc3ccccc32)cc1C (stereo not given)
  15 | -2 | 3 | 2 | -2 | 1 | 0.0 | 0.0 | -2
- O=C1CCCC/C1=C/NCc1ccc(F)cc1
  -1 | 7 | 1 | 0 | -3 | -5 | 4.7 | 0.1 | 0
- Clc1cccc(-c2ccc(/C=N/n3cnnc3)o2)c1
  -9 | 1 | 4 | -2 | -5 | -4 | 2.4 | -0.1 | -4
- N#CC1=C(N)NC(SCC(=O)O)=C(C#N)C12CCCC2
  13 | -5 | 3 | 0 | 0 | -5 | -1.6 | 0.1 | 5
- COc1cccc(NC(=O)CSC2=C(C#N)C(c3ccco3)C3=C(CCCC3=O)N2)c1 (stereo not given)
  8 | -1 | 2 | 2 | 7 | 2 | 0.8 | 0.0 | -5
- O=C(NCCc1ccc(Cl)cc1)C1CCC(=O)N1Cc1ccccc1Cl (stereo not given)
  27 | 2 | -9 | -5 | -1 | 1 | 4.8 | 0.5 | 1
- CCCN(CCC)CC(O)CN(c1ccccc1)S(=O)(=O)c1ccc(C)cc1 (stereo not given)
  -35 | 3 | 1 | 4 | -5 | -1 | 6.1 | 0.0 | -2
- Cc1cccc2c(N=Nc3ccccc3)c(O)[nH]c12
  3 | 3 | 1 | 0 | -21 | 2 | 3.0 | 0.1 | 5
- Cn1nnnc1SCCNCc1ccc(Cl)cc1
  -1 | 0 | -4 | 2 | -5 | 2 | 3.4 | 0.0 | 0
- NC(=O)c1ccsc1NC(=O)COC(=O)c1ccc(Cl)cc1
  15 | . | . | -3 | . | -5 | 0.7 | -0.2 | .

Other records follow.
SMILES	PREPL inhibitor	GASC-1 inh	CTSL1 counter	LYPLA2 counter	HCV core dimer	PP1 inh	PP5 inh	Efflux pump inh	TPT1 inh
Cc1ccc(OCC(=O)N2CCCCCCC2)cc1	12	10	-2	0	-11	-3	0.8	0.3	2
Cc1ccc(-c2csc(NNC(=O)c3ccccc3)n2)cc1	8	-16	-3	-3	0	0	1.9	-0.1	-1
COc1ccc(S(=O)(=O)NCCc2c[nH]c3ccccc23)cc1OC	-8	4	4	-1	-11	-1	2.7	-0.1	-4
Cc1c(C#N)c(NC(=O)CCl)n(Cc2cccs2)c1C	8	21	51*	4	6	-8	0.3	0.1	4
Cc1[nH]nc(Nc2ccc(Br)cc2)c1[N+](=O)[O-]	-43	-1	-2	8	-1	0	0.9	0.0	-2
COc1ccc(OC)c(CN2CCC(CNC(=O)Nc3cccc(Cl)c3)CC2)c1	12	4	0	2	-2	-3	0.0	0.1	1
COc1cccc(CNC(=O)CCCn2nc(C)n3c(cc4sccc43)c2=O)c1	-3	-5	-1	7	-3	-4	2.5	-0.3	-1
Cc1oc(-c2ccc(C(F)(F)F)cc2)nc1CN(Cc1ccccn1)C[C@@H]1CCC(=O)N1	38	-1	1	0	9	3	0.3	0.0	1
CCc1nnc(NC(=O)c2ccc(S(=O)(=O)N(CC)CC)cc2)s1	-1	0	7	-2	-12	-1	5.6	0.1	-2
